Htt clearance: compounds clearing mutant huntingtin protein; HeLa Exon1htt(103Q)mCFP, aggregate imaging; zero = plate's median compound well; inhibition, % at 1.5 µM; 47,000 compounds, 0.42% hits; AID 853;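 active means inhibition of aggregate fluorescence above about 70%, also judged a hit by eye on the cell image, limit read from the data, passing the limit was not always enough; inconclusive means no rule stated for this call; inactive means not judged a hit on image review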;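 further: cells exposed to compound for three days before fixation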
Htt clearance grain fraction: recorded beside Htt clearance, whose call it bears; fraction fluorescence in grains; measured here: aggregate grain fluorescence fraction; active compounds read low;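 scaled fraction of total cell fluorescence in grains with unit not stated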
* hit, by the source's call; ? = inconclusive; nt = not tested or not shown. An excerpt; count on the stated rates, not on these rows.

SMILES	Htt clearance	Htt clearance grain fraction
Cc1ccc(CNC(=O)C2CCN(S(=O)(=O)N3CCOCC3)CC2)cc1	-28	47
Cc1cnc(-c2nnc(N(C)C(=O)C3CCCO3)s2)cn1 (stereo not drawn)	30	24
O=c1cc(-c2ccco2)nc(-c2cccs2)o1	2	42
Cn1c(CC(=O)Nc2ccccc2)nnc1SCC(=O)c1ccccc1	-12	22
CCOc1ccc(NCc2nnc(SCC(=O)Nc3cc(C)on3)n2-c2ccccc2OC)cc1	58	7
Cc1ccc(-c2c(C(=O)N3CCOCC3)oc(=O)c3ccccc23)cc1	36	23
Cc1ccccc1C(=O)N1CCC(C(=O)Nc2ccc(F)cc2)CC1	-14	22
COc1cccc(N2CC(O)=C(c3nc4ccccc4c(=O)[nH]3)C2=N)c1	-14	26
Cc1ccc(C(=O)NCC(C)(C)O)cc1	-15	23
CC(C)CC(=O)N=C1SC2CS(=O)(=O)CC2N1CCc1ccccc1 (stereo not drawn)	1	34
CCN1CCN(Cc2nc3c(c(=O)n(C)c(=O)n3C)n2Cc2cccc3ccccc23)CC1	-87	36
COc1ccc(C(=O)NC(=O)Nc2cc(C)ccn2)cc1	13	33
C=CCn1c(Cc2cccs2)nnc1SCC(=O)Nc1ccc(OC)c(OC)c1	-27	25
Cc1nnc2sc(-c3cccc(NC(=O)c4ccc(-c5cccc(Cl)c5)o4)c3)nn12	27	14
Cc1ccc(S(=O)(=O)N2CCCN(S(=O)(=O)c3ccc(C(F)(F)F)cc3)CC2)cc1	-10	37
CCc1ccc2[nH]c(=O)c(CN(CCCN3CCOCC3)C(=O)Nc3ccccc3)cc2c1	-21	42
CCCCn1c(/N=C/c2c[nH]c3ccccc23)nc2ccccc21	21	34
CCOc1cc(-c2noc(CCC(=O)N3CCOCC3)n2)ccc1OC	18	14
CN(C)c1ccc(C(=S)N2CCOCC2)cc1	-47	53
CCOC(=O)c1oc2cccc(O)c2c1CN1CCOCC1	12	30
COc1ccc(C2C(C#N)=C(C)NC3=C2S(=O)(=O)c2ccccc23)cc1 (stereo not drawn)	19	17
COc1ccc(NC(=O)C2CCCO2)cc1 (stereo not drawn)	-37	27
O=C(Nc1cc(C(F)(F)F)ccc1N1CCOCC1)c1ccc(Br)o1	-18	22
Cc1ccc(S(=O)(=O)N(C)CC(=O)Nc2cccc(C)n2)cc1	-4	19
OC(CN1C2=NCCN2c2ccccc21)c1ccc2c(c1)OCO2 (stereo not drawn)	39	24
CCSC1=N/C(=C\c2ccc(C(=O)O)cc2)C(=O)S1	31	21
COc1ccc2nc(NC(=O)C3CCCN(S(=O)(=O)c4cccc5nonc45)C3)sc2c1 (stereo not drawn)	39	23
C=C(C)c1cccc(C(C)(C)NC(=O)N2CCOCC2)c1	1	18
O=C(CSCc1cccc(Br)c1)N/N=C/c1ccc2c(c1)OCO2	28	15
Cc1ccccc1NS(=O)(=O)c1ccc(C2CNC(=O)C2)cc1 (stereo not drawn)	34	14
COC(=O)c1ccc(C(=O)OC)c(NS(C)(=O)=O)c1	22	15
Cc1ccc(NC(=O)C2CCN(S(=O)(=O)c3cccs3)CC2)cc1C	-12	20
COCCCNC(CC(=O)Nc1ccc(OC)cc1OC)C(=O)O (stereo not drawn)	11	16
Cc1nc2scc(-c3ccco3)c2c(=O)n1/N=C/N(C)C	59	6.7
Cn1c(SCC(=O)Nc2ccccc2)nc(O)cc1=O	13	18
COc1cccc(C(C(=O)NC(C)(C)C)N(C(=O)CCC(=O)Nc2cc(C)on2)C2CC2)c1OC (stereo not drawn)	1	18
CCCN(C(=O)c1ccco1)c1nnc(-c2ccncc2)s1	-47	29
Cc1noc(/C=C/c2ccco2)c1S(=O)(=O)N1CCC(C(=O)N2c3ccccc3CC2C)CC1 (stereo not drawn)	39	21
Cc1cc(C)c(C#N)c(SCC(=O)N2CCCCC2)n1	-58	29
O=C(CCc1nc2ccccc2s1)OCC(=O)N1CCN(C(=O)c2ccco2)CC1	32	14

Ordered by heavy-atom count (lowest first): part of the list above
SMILES	Htt clearance	Htt clearance grain fraction
COc1ccc(NC(=O)C2CCCO2)cc1 (stereo not drawn)	-37	27
COC(=O)c1ccc(C(=O)OC)c(NS(C)(=O)=O)c1	22	15
Cc1cc(C)c(C#N)c(SCC(=O)N2CCCCC2)n1	-58	29
Cc1nc2scc(-c3ccco3)c2c(=O)n1/N=C/N(C)C	59	6.7
CCCN(C(=O)c1ccco1)c1nnc(-c2ccncc2)s1	-47	29
Cc1ccc(S(=O)(=O)N(C)CC(=O)Nc2cccc(C)n2)cc1	-4	19
OC(CN1C2=NCCN2c2ccccc21)c1ccc2c(c1)OCO2 (stereo not drawn)	39	24
Cc1ccc(NC(=O)C2CCN(S(=O)(=O)c3cccs3)CC2)cc1C	-12	20
COc1ccc(C2C(C#N)=C(C)NC3=C2S(=O)(=O)c2ccccc23)cc1 (stereo not drawn)	19	17
O=C(CCc1nc2ccccc2s1)OCC(=O)N1CCN(C(=O)c2ccco2)CC1	32	14
COc1ccc2nc(NC(=O)C3CCCN(S(=O)(=O)c4cccc5nonc45)C3)sc2c1 (stereo not drawn)	39	23
Cc1noc(/C=C/c2ccco2)c1S(=O)(=O)N1CCC(C(=O)N2c3ccccc3CC2C)CC1 (stereo not drawn)	39	21
COc1cccc(C(C(=O)NC(C)(C)C)N(C(=O)CCC(=O)Nc2cc(C)on2)C2CC2)c1OC (stereo not drawn)	1	18

(list continues)
SMILES	Htt clearance	Htt clearance grain fraction
C=C(C)Cn1c(N(CCO)Cc2ccccc2)nc2c1c(=O)[nH]c(=O)n2C	-48	50
COc1cc(C2C(C#N)=C(N)Oc3cc(C)n(CCN4CCOCC4)c(=O)c32)cc(OC)c1OC (stereo not drawn)	-11	39
Nc1nc(N2CCN(C/C=C/c3ccccc3)CC2)nc2ccccc12	-34	26
Cc1ccc(C)c(S(=O)(=O)n2cnc3ccccc32)c1	-60	31
Cc1ccc(S(=O)(=O)N2CCC(C(=O)NCCCN3CCCCCC3)CC2)cc1	18	30
COc1ccc(OC)c(NC(=O)NC2(C(F)(F)F)Oc3ccccc3O2)c1	-17	42
Cc1cc(C)c2c(CC(=O)Nc3ccc(Cl)cn3)coc2c1	-64	32
CCOC(=O)c1c(NC(=O)c2ccco2)sc2c1CCCCC2	52	21
CCOc1ccccc1NC(=O)N1CCCC(c2nc3c(nnn3Cc3ccc(C)cc3)c(=O)[nH]2)C1 (stereo not drawn)	32	29
COC(=O)COc1cc(C)cc2oc(=O)c(CC(=O)OC)c(C)c12	-26	26
COc1ccc(CNCCSc2nnnn2C)cc1OC	26	12
CCOC(=O)Cc1csc(NC(=O)C2CCCN(S(=O)(=O)c3cnc[nH]3)C2)n1 (stereo not drawn)	-32	64
O=C1C(c2ccncc2)=C(O)c2ccccc21	-43	25
Cc1ccc(C)c(NC(=O)c2cnn3ccccc23)c1	-138	88
CCOC(=O)C(=O)Nc1ccc2c(c1)OCO2	33	16
O=C(CSc1ncn[nH]1)OCN1C(=O)c2ccccc2C1=O	-24	46
Cc1cc2ccccc2n2c(SCC(=O)N3CCc4ccccc4C3)nnc12	-82	33
COCCCNC(=O)CS(=O)(=O)Cc1nc(-c2cccc(OC)c2)oc1C	-55	57
CCCCn1nnc(NC(=O)c2ccc(-c3ccccc3)cc2)n1	-52	57
COCCn1c(=S)[nH]c2ncccc2c1=O	-35	22
CN(C)CCCOC(=O)c1cc2ccccc2o1	31	29
COc1cc(OC)c(S(=O)(=O)N2CCCCC2)cc1S(=O)(=O)N1CCCCC1	-49	27
CCOC(=O)C1CCN(C(=O)c2ccccc2Oc2ccccc2)CC1	56	7.4
COc1ccc(NC(=O)N2c3ccccc3CC2C)cc1OC (stereo not drawn)	-14	50
COc1ccc(-c2cc(C(F)(F)F)n3nc(C(=O)O)cc3n2)cc1OC	-31	52
CCC(=O)N(Cc1ccco1)c1nc(-c2ccc(OC)cc2)cs1	57	7.5
CC(NC(=O)c1cncc(Br)c1)c1ccc(S(N)(=O)=O)cc1 (stereo not drawn)	?	nt
Cn1c(CC2C(=O)Nc3ccc(Br)cc32)nc2ccccc2c1=O (stereo not drawn)	4	16
CC(C)NC(=O)CC(=O)N/N=C/c1ccc(F)cc1	-9	42
CCOC(=O)CSc1nnc([C@H](C)NC(=O)OC(C)(C)C)o1	-21	23
O=C(Cc1ccccc1)N1CCCC1c1ccccc1 (stereo not drawn)	-34	46
Nc1c(NCCN2CCOCC2)c2ccccc2oc1=O	19	25
CS(=O)(=O)Nc1cccc(C(=O)CC2(O)C(=O)Nc3ccccc32)c1 (stereo not drawn)	5	20
Cc1ccccc1-n1c(=O)/c(=C\c2ccco2)s/c1=C(/C#N)C(=O)Nc1ccccc1	37	21
Cn1c(=O)oc2cc(S(=O)(=O)NCc3ccco3)ccc21	12	43
c1coc(CN=C2NC(=NCc3ccco3)c3ccccc32)c1	-89	69
Cc1ccc(C(C)C)c(OCC(=O)Nc2ccc(Cl)cn2)c1	-34	25
CCCCOc1ccccc1-c1cc(C(=O)O)[nH]n1	52	17
O=C1NCCc2c1[nH]c1ccccc21	-27	49
CC1CCCC(C)N1C(=O)C1CC(c2ccc(F)cc2)=NO1 (stereo not drawn)	37	22
Oc1ccc(-c2cccc(-c3ccc(O)cc3)n2)cc1	-22	42
CCCc1nnc(NC(=O)NCCN2C(=O)C3C4C=CC(C4)C3C2=O)s1 (stereo not drawn)	-15	38
O=C(CSCc1cccc(Br)c1)N1CCOCC1	-4	30
CCOc1ccc(S(=O)(=O)NCC(=O)N(C)Cc2cccnc2)cc1	3	37
C=CCN(C(=O)c1ccccc1)c1ccc(OC)cc1	33	14
O=C1c2ccccc2C(=O)N1CCCn1nnc(-c2ccc(N3CCOCC3)cc2)n1	-12	22
CC(C)OC(=O)CSc1nnc(Cc2ccccc2)n1C	17	33
CC1CCCC(NC(=O)CN(C)S(=O)(=O)c2cccc3cccnc23)C1C (stereo not drawn)	28	37
Nc1c(S(=O)(=O)c2cccs2)c2nc3ccccc3nc2n1CC1CCCO1 (stereo not drawn)	-34	26
COc1ccccc1NC(=O)N1CCn2c(nc3ccccc32)C1	17	31
CCn1c(SCC(=O)n2nc(C)cc2C)nnc1-c1ccc2c(c1)OCO2	-36	53
CCOC(=O)CCCNC(=O)COC(=O)c1cc(C)cc(C)c1	30	13
CCC(=O)N1CCN(c2nc(C)nc3sc(C)c(C)c23)CC1	-29	56
Cc1cc(=O)oc2cc(OCC(=O)NCCCN3CCOCC3)ccc12	26	12
COc1ccc(-c2nc(C#N)c(N3CCC(C(N)=O)CC3)o2)cc1OC	41	24
CC(=O)N1CCc2cc(S(=O)(=O)CCC(=O)NCc3cccs3)ccc21	-21	44
CCS(=O)(=O)N1CCN(c2ccc([N+](=O)[O-])c(NCc3ccccc3)c2)CC1	19	25
Cc1cc(C)cc(OCc2nnc(SCC(=O)c3ccccc3)o2)c1	-39	26
Cc1nc(COC(=O)c2ccc(CO)cc2)cs1	39	21
Cc1csc(SCCN2C(=O)c3ccccc3C2=O)n1	-75	29

A draw from above in order of formula weight, falling.
SMILES	Htt clearance	Htt clearance grain fraction
CCS(=O)(=O)N1CCN(c2ccc([N+](=O)[O-])c(NCc3ccccc3)c2)CC1	19	25
CCOc1ccc(S(=O)(=O)NCC(=O)N(C)Cc2cccnc2)cc1	3	37
Oc1ccc(-c2cccc(-c3ccc(O)cc3)n2)cc1	-22	42

New compounds follow:
SMILES	Htt clearance	Htt clearance grain fraction
COc1cccc2[nH]c3c(N4CCCC(C)C4)ncnc3c12 (stereo not drawn)	33	25
CCCCOc1ccccc1C1NC(=O)NC(C)=C1C(=O)OCCOC (stereo not drawn)	-4	46
CCC(C)(C)n1nnnc1C(c1ccccc1OC)N1CCSCC1 (stereo not drawn)	-18	20
O=c1[nH]c(N2CCN(c3ccccc3)CC2)nc2c1CCC2	-6	18
CC(c1ccccc1F)n1cc(C(=O)NCCCn2ccnc2)nn1 (stereo not drawn)	-76	32
CC(NC(=O)NCc1cccnc1)(C(F)(F)F)C(F)(F)F	-19	42
COc1ccc(NS(=O)(=O)c2ccc(OCC(=O)N3CCCC3)cc2)cc1	?	nt
Cc1ccc(-c2cc(C(F)(F)F)c(C#N)c(SCCC#N)n2)o1	35	13
COC(=O)CSc1nnc(CNS(=O)(=O)c2ccc(Cl)cc2)n1C	-44	28
CCOCCCNC(=O)c1c[nH]c2ccc(S(=O)(=O)Nc3cccc(OC)c3)cc2c1=O	5	19
COc1ccc(N2CCN(Cc3nc4c(c(=O)n(C)c(=O)n4C)n3C(C)C(C)=O)CC2)cc1 (stereo not drawn)	-13	49
CCOC(=O)c1c(NC(=O)CSc2nnnn2-c2ccc3c(c2)OCO3)sc(C)c1C	45	9.8
CN(C)c1ccc(CN(C(=O)COc2ccc(Br)cc2)C2CCS(=O)(=O)C2)cc1 (stereo not drawn)	0	20
CC(C)CNC(=O)c1ccccc1NC(=O)CN(c1ccc2c(c1)OCCO2)S(C)(=O)=O	52	9.2
CC(C)NC(=O)CSc1nnc(-c2ccco2)n1N	11	18
Cc1nc(CC(=O)N2CCN(S(=O)(=O)c3ccccc3C#N)CC2)cs1	-4	36
Cc1ccc(-n2c(SCC(=O)NCc3ccco3)nnc2-c2cccnc2)c(C)c1	23	24
COc1ccc(NC(=O)CSc2nc3ccccc3c(=O)n2CCNC(C)=O)c(OC)c1	39	23
CC1CCN(c2[nH]c(=S)c(C#N)c3c2CCCC3)CC1	-29	27
O=C(Cc1ccccc1)NCc1ccc2c(c1)OCO2	13	20
CN(C)c1ccc(CNC2C3CC4CC(C3)CC2C4)cc1 (stereo not drawn)	-35	54
Cc1c(CNC(=O)c2cnn3c2NC(c2ccccc2)CC3C(F)(F)F)cnn1C (stereo not drawn)	2	38
CCCN(/C=N/c1sc2c(c1C#N)CCCCC2)CCC	47	21
COC(=O)C1=CN(CC2CCCO2)C=C(C(=O)OC)C1c1ccccc1C(F)(F)F (stereo not drawn)	-33	50
CCOC(=O)N1CCN(C(=O)C2CCC(CNS(=O)(=O)c3ccc(Cl)cc3)CC2)CC1 (stereo not drawn)	-25	46
Cn1c(CCNC(=O)c2ccccc2)nc2ccccc21	17	15
